influenza NS1A: H1N1 influenza NS1A inhibitors, functional cell based assay (AID 504329) | NS1A functional cell-based assay, percent inhibition; higher % means a stronger effect | inhibition, % at 12.5 µM; hits with a dose series show IC50 in µM | actives 0.3% (n = 340,000); in the data active = a potency from the dose series; also: strong numbers were not always called active
M. tuberculosis: growth inhibition of non-replicating M. tuberculosis (AID 488890). inhibition, % at 25 µM; hits with a dose series show IC50 in µM. Mycobacterium tuberculosis non-replicating, growth inhibition; higher % means a stronger effect. actives 0.39% (n = 320,000); in the data active = a potency from the dose series;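 also: plate controls were DMSO cells for no effect and high antibiotic wells for full effect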
inhibitors of VEEV: inhibitors of VEEV TC-83 cytopathic effect, confirmation, Vero cells (AID 588727); inhibition, % at 20 µM, or IC50 in µM where a hit was titrated; actives 0.13% (n = 350,000); Vero cells, VEEV TC-83 cytopathic effect inhibition; higher % means a stronger effect; in the data active = a potency from the dose series; also: strong numbers were not always called active
PhoP GFP inhibition: PhoP regulon inhibitors, Salmonella typhi PhoP promoter GFP reporter, confirmatory (AID 1850). Salmonella Typhi PhoP-promoter GFP reporter, fluorescence, 4 h; higher % means a stronger effect. inhibition, % at 50 µM, or IC50 in µM where a hit was titrated. actives 0.33% (n = 310,000); in the data active = a potency from the dose series;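 also: 0% = induced wells with vehicle and 100% = uninduced wells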
M. tuberculosis HTS: M. tuberculosis growth inhibition, HTS (AID 449762) | M. tuberculosis H37Rv growth inhibition, 7H9 media; higher % means a stronger effect | inhibition, % at 25 µM, or IC50 in µM where a hit was titrated | actives 0.59% (n = 330,000); in the data active = a potency from the dose series;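 also: bacterial growth assessed after seven days of incubation; strong numbers were not always called active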
inhibitors of VEEV 10K pilot screen: second read-out of inhibitors of VEEV, no call of its own (marks repeat the call); inhibition, %; measured here: 10K pilot screen inhibition
* marks the source's active call; other numbers are inactive results; i = inactive; . = not tested or not shown. Compounds were not picked by outcome; overall some 1.5% were active at least once.

Start of the data: the first 5 entries as a preview:
SMILES | influenza NS1A | M. tuberculosis | inhibitors of VEEV | PhoP GFP inhibition | M. tuberculosis HTS | others
COc1ccccc1CNC(=O)c1ccc(CS(=O)Cc2cccc(Cl)c2)o1 (stereo not drawn) | 5% | 17% | 0.0% | -6% | -7%
N#CC1=C(N)Oc2cc(Nc3ccccc3)ccc2C1c1ccncc1 (stereo not drawn) | 4% | 5% | 8.2% | -2% | 3%
COC(=O)c1sc(NC(=O)c2ccc(OC)cc2OC)nc1C | -2% | -4% | 1.4% | 3% | 21%
CCC(=O)Nc1nnc(SCC(=O)c2ccc3c(c2)Cc2ccccc2-3)s1 | -3% | 3% | 34% | -9% | -3%
Cc1c(/C=N/NC(N)=O)c2ccccn2c1C(=O)c1ccc(F)cc1 | 1% | 25% | 5.4% | -3% | -5%

This part in full, from the first entry:
SMILES | influenza NS1A | M. tuberculosis | inhibitors of VEEV | PhoP GFP inhibition | M. tuberculosis HTS | others
COc1ccccc1CNC(=O)c1ccc(CS(=O)Cc2cccc(Cl)c2)o1 (stereo not drawn) | 5% | 17% | 0.0% | -6% | -7%
N#CC1=C(N)Oc2cc(Nc3ccccc3)ccc2C1c1ccncc1 (stereo not drawn) | 4% | 5% | 8.2% | -2% | 3%
COC(=O)c1sc(NC(=O)c2ccc(OC)cc2OC)nc1C | -2% | -4% | 1.4% | 3% | 21%
CCC(=O)Nc1nnc(SCC(=O)c2ccc3c(c2)Cc2ccccc2-3)s1 | -3% | 3% | 34% | -9% | -3%
Cc1c(/C=N/NC(N)=O)c2ccccn2c1C(=O)c1ccc(F)cc1 | 1% | 25% | 5.4% | -3% | -5%
O=C1NCCn2nc3ccccc3c21 | 1% | -20% | i | -7% | 4%
Cc1ccc(-n2nnnc2SCC(=O)c2cc(C)n(-c3cc(C)on3)c2C)c(C)c1 | -7% | 35% | i | 4% | 58%
Cc1nnc(NC(=O)CSc2nc3c(c(=O)n(C)c(=O)n3C)n2C(C)C)s1 | -23% | 4% | 2.0% | -10% | -1%
O=C1c2ccccc2C(=O)N1CCCc1nc2ccccc2c(=O)n1-c1cccnc1 | . | -2% | . | 12% | -11%
CCCCCCN1C2=NCCCN2c2ccccc21 | -9% | 22% | 1.1% | 6% | -8%
CC(=O)Nc1ccc(NC(=O)CSc2cn(CC(=O)N3CCOCC3)c3ccccc23)cc1 | 9% | -8% | 2.4% | -1% | -8%
CCn1cnc2c1c(=O)n(CC(=O)O)c(=O)n2Cc1ccccc1 | 10% | -5% | 0.6% | -1% | -10%
CC1CC(C)CN(C(=O)CCC(=O)Nc2nnc(C3CCCCC3)s2)C1 (stereo not drawn) | -1% | 9% | 1.7% | -2% | -2%
O=C(NCc1ccccc1)c1cccc(COc2cccc(Cl)c2)c1 | 4% | 19% | i | -6% | 5%
O=c1oc2ccccc2cc1-c1csc(Cc2nc(-c3ccc(Br)cc3)cs2)n1 | 7% | 9% | 3.3% | -4% | 6%
CCOc1ccc(NC(=O)CN(C)C(=O)c2c(C)nn(-c3ccc(F)cc3)c2Cl)cc1OCC | -4% | -10% | 6.7% | 1% | -4%
Cc1cccc(N(Cc2cc3ccc(C)cc3[nH]c2=O)C(=O)c2ccco2)c1 | 19% | 24% | 2.4% | 5% | -1%
Cc1nn(-c2ccc(F)cc2)c(C)c1CN1CCN(CCC(C)C)C(CCO)C1 (stereo not drawn) | 16% | 15% | i | -1% | -8%
COc1ccc(-c2nnn(CC(=O)Nc3sc4c(c3C#N)CCCC4)n2)cc1 | 3% | 54% | i | -7% | 9%
COc1ccc(Cl)cc1N(CC(=O)Nc1ccc2c(c1)OCCO2)S(C)(=O)=O | 0% | 7% | i | -1% | 1%
CC(=O)Nc1cccc(C(=O)OCC(=O)NC(=O)Cc2ccccc2)c1 | -14% | -14% | 4.0% | -2% | 4%
Cn1c(=O)cc(OCCCC(=O)Nc2ccc3c(c2)OCCO3)c2ccccc21 | -3% | 0% | 2.7% | -10% | 7%
COc1ccc(C)c2sc(NNC(=O)COc3ccccc3)nc12 | . | -12% | . | -10% | 4%
Cc1ccc(S(=O)(=O)N2CCc3ccccc3CC2)cc1 | -17% | . | 1.7% | . | .
COC(=O)C1CCN(C(=O)CN2C(=O)NC(CC(C)C)C2=O)CC1 (stereo not drawn) | -9% | -1% | 0.5% | . | -11%
Cc1ccc(Cl)cc1N1CCN(S(C)(=O)=O)CC1 | -4% | -9% | i | 4% | -5%
CCOC(=O)C1CCCN(C(=O)c2ccc(C)c(NC(=O)C3=C(C)OCCS3)c2)C1 (stereo not drawn) | -9% | -3% | 0.0% | -6% | -1%
O=C(NCc1ccccn1)C1CCN(S(=O)(=O)N2CCCCC2)CC1 | 4% | 4% | 1.0% | -9% | -9%
COc1ccc(C(=O)OCCc2ccc(O)cc2)cc1 | 12% | 9% | 2.6% | -9% | 6%
COC(=O)C1=C(c2ccc(OCc3ccccc3)cc2)C[C@@H]2CC[C@H]1N2C(=O)NC1CCN(Cc2ccccc2)CC1 | 16% | 79% | 5.2% | . | 24µM*
COc1ccccc1NS(=O)(=O)c1cccc(C(=O)N/N=C/c2c(C)nn(-c3ccccc3)c2N2CCCC2)c1 | 29% | -32% | 7.6% | 1% | -8%
O=C(CCS(=O)(=O)c1ccccc1)NC1CCCCC1 | -10% | 4% | 2.6% | -12% | -4%
O=C(NCc1ccc2c(c1)OCO2)C1CC(c2cccc(Br)c2)=NO1 (stereo not drawn) | -4% | 17% | 1.5% | -5% | 3%
COc1ccc(-c2cc3onc(-c4c(Cl)cccc4Cl)c3c(=O)n2C)cc1 | 9% | 39% | 4.5% | -3% | 14%
COc1ccc(N2CC(C(=O)Nc3ccncc3)CC2=O)cc1 (stereo not drawn) | -6% | -10% | 0.5% | 3% | -2%
COc1ccccc1N1CCN(c2nc(N)c(C#N)c(CC#N)c2C#N)CC1 | 2% | 24% | 8.9% | -7% | 20%
COc1ccccc1NC(=S)N1CCN(c2ccc(F)cc2)CC1 | 1% | 2% | i | -2% | -1%
Cc1ccccc1C(=O)Oc1cc(N)n(S(=O)(=O)c2ccccc2)n1 | 3% | 68% | 0.8% | 0% | 4%
CC(C)=CCC1=C(OCC(=O)O)C(=O)c2ccccc2C1=O | -15% | 17% | i | 2% | 3%
O=C(NC1CC1)c1nc(Cn2cc([N+](=O)[O-])cn2)no1 | -15% | -5% | 1.2% | -11% | -5%
CC1=CC(=O)CC2C1(C)CCC(C)C2(C)CCC(C)CC(=O)O (stereo not drawn) | 7% | -14% | 0.5% | 15% | -9%
COC(=O)[C@H](C)NC(=O)NCc1ccc(S(N)(=O)=O)cc1 | -4% | -6% | 1.6% | -5% | -1%
Cc1nc2ccc(S(=O)(=O)NCC(=O)N3CCOCC3)cc2s1 | -1% | -1% | 4.0% | 7% | 0%
CCC(=O)Nc1ccccc1-c1nnn(CC(=O)N2c3ccccc3CC2C)n1 (stereo not drawn) | -3% | -7% | i | 6% | -3%
CCOc1ccc(C(=O)NCCCN(CC)CC)cc1 | -2% | 2% | 0.8% | -2% | -2%
O=C(c1ccc(-c2ccccc2)c(F)c1)C1CCCN(CCCn2cccn2)C1 (stereo not drawn) | -2% | 68% | 0.3% | 0% | 15%
COc1ccc(C(=O)Nc2ccccc2)cc1NC(=O)c1cccs1 | 10% | 7% | 4.8% | -3% | 4%
O=C(COc1cccc(C(F)(F)F)c1)NCCCN1CCCC1=O | -12% | 6% | i | -4% | -13%
CCOc1ccc(-c2nc(-c3ccccc3C)no2)cc1 | . | 12% | . | -1% | 26%
CCOC(=O)c1ccc(NC(=O)C23CCC(C)(C(=O)O2)C3(C)C)cc1 (stereo not drawn) | 2% | -1% | i | -3% | -1%
CCC1Oc2ccccc2N(CC(=O)NC2CCCCC2C)C1=O (stereo not drawn) | 3% | 6% | i | -9% | 4%
Cc1ccc(-c2noc(/C=C/c3ccccc3)n2)cc1 | 4% | -2% | 0.3% | -1% | -8%
Cn1c(=O)c2c(nc(Oc3ccc4c(c3)OCO4)n2Cc2ccc(Br)cc2)n(C)c1=O | . | 5% | . | -1% | 8%
CCOc1ccc(N(CC(=O)NCc2ccc(F)cc2)C(=O)c2ccco2)cc1 | 3% | -17% | 0.3% | -11% | 7%
Cc1ccc(S(=O)(=O)n2ccc(-c3ccc(OCc4c(F)cccc4Cl)cc3)n2)cc1 | -4% | 9% | 1.5% | -8% | 19%
CCCCN(CC)C(=O)Cn1nc(Cc2ccncc2)c2ccccc2c1=O | -22% | -1% | 1.1% | -1% | -2%
CC(=O)Nc1cc(C(=O)N2CCN(C)CC2)ccc1Sc1ccc(C)cc1 | 2% | 16% | i | -14% | -2%
COc1ccc(CC(=O)NCC2CCCN(Cc3cccc(C(F)(F)F)c3)C2)cc1 (stereo not drawn) | -1% | 3% | 0.1% | 7% | 0%
Cc1ccc(NC(=O)c2ccc3c(=O)n4c(nc3c2)CCC4)cc1S(=O)(=O)N(C)C | -3% | . | 9.2% | . | .
CC1CCN(C2(O)C(=O)Nc3ccc(Br)cc32)CC1 (stereo not drawn) | 8% | 7% | 1.4% | -13% | -4%

The list continues:
SMILES | influenza NS1A | M. tuberculosis | inhibitors of VEEV | PhoP GFP inhibition | M. tuberculosis HTS | others
Cc1ccc(S(=O)(=O)N2c3ccccc3-c3c(ssc3=S)C2(C)C)cc1 | 18% | 56% | 2.2% | -1% | -1%
CCOc1cc(N2CCOCC2)c(OCC)cc1NC(=O)c1[nH]c(C)c(C(C)=O)c1C | -8% | -27% | 5.4% | . | -3%
O=C(NCCOc1ccccc1F)c1cc([N+](=O)[O-])ccc1N1CCOCC1 | 7% | -7% | 6.6% | 6% | -5%
Cc1c(Cl)cccc1-c1ccc(/C=N/n2cnnc2)o1 | 4% | 54% | 7.1% | -16% | 2%
CN1CCCN(C(=O)CNC(=O)c2ccc(Cl)cc2Cl)CC1 | -6% | 2% | 0.1% | . | -3%
CCOC(=O)C1CCN(C(=O)CN2C(=O)c3cccnc3Oc3ccccc32)CC1 | 4% | -13% | 0.6% | -8% | -1%
Cc1cn(C2CCCCO2)c(=O)nc1NO (stereo not drawn) | -16% | . | 0.4% | . | .
Cc1cc(C)nc(N2CCCC(C(=O)NNC(=O)c3ccncc3)C2)n1 (stereo not drawn) | 1% | 29% | 1.2% | 2% | 1%
O=C(Nc1nnc(CSCc2ccccc2F)s1)c1cccc([N+](=O)[O-])c1 | 6% | 53% | 1.1% | 7% | -2%
CN(Cc1ccccc1)C(=O)COc1cc(Cl)ccc1Cl | -24% | 24% | 0.6% | 4% | -2%
CC(C)(C)N1C(=O)[C@H]2[C@@H](c3ccc(Br)cc3)N3C(=O)N(c4cccc(F)c4)C(=O)[C@@]3(C)[C@H]2C1=O | -3% | 27% | i | -9% | 8%
COC(=O)c1ccc(NC(=O)CCCCCn2nnc3ccccc3c2=O)cc1 | -12% | 12% | 2.3% | -10% | 11%

The last 3 records of the part before open the next one:
SMILES | influenza NS1A | M. tuberculosis | inhibitors of VEEV | PhoP GFP inhibition | M. tuberculosis HTS | others
CN(Cc1ccccc1)C(=O)COc1cc(Cl)ccc1Cl | -24% | 24% | 0.6% | 4% | -2%
CC(C)(C)N1C(=O)[C@H]2[C@@H](c3ccc(Br)cc3)N3C(=O)N(c4cccc(F)c4)C(=O)[C@@]3(C)[C@H]2C1=O | -3% | 27% | i | -9% | 8%
COC(=O)c1ccc(NC(=O)CCCCCn2nnc3ccccc3c2=O)cc1 | -12% | 12% | 2.3% | -10% | 11%
O=C(C1=C[C@@H](c2ccc(C(F)(F)F)cc2)C[C@@H](OCc2ccc(CO)cc2)O1)N1CCN(Cc2ccc3c(c2)OCO3)CC1 | 9% | 35% | 1.3% | -7% | 57% | inhibitors of VEEV 10K pilot screen=0.2
CCC(C(=O)NC1CCCCC1)n1c2ccccc2c2nc(=O)cc(C)n21 (stereo not drawn) | -1% | -3% | 6.7% | -2% | 5%
NC(=O)C1CCN(CC(=O)Nc2cccnc2Cl)CC1 | -9% | 6% | 0.9% | 7% | 0%
Cn1c(SCc2nc(-c3ccccc3)no2)nnc1-c1cccs1 | -1% | 4% | 1.3% | -14% | -5%
O=Nc1c(O)[nH]c2c(F)cccc12 | -5% | -10% | 0.3% | -4% | -6%
COc1cc2cnc(C3=CCCCC3)cc2cc1OC | 5% | 51% | 0.9% | . | 46%
CC(C)CC(COCc1ccc(Cl)cc1)N1CCN(C(=O)c2cccc(C(F)(F)F)c2)CCC1=O (stereo not drawn) | -5% | -3% | 0.4% | -6% | 5% | inhibitors of VEEV 10K pilot screen=0.0
CN(C)c1ccc(CNC(=O)C2CCN(S(=O)(=O)c3ccc4c(c3)CCC(=O)N4)CC2)cc1 | 0% | . | 3.3% | 3% | -6%
C/C(CC(=O)Nc1ccc(Br)cc1)=N\NC(=O)c1cccc(O)c1 | -7% | 29% | i | 11% | 8%
